High-throughput results: PubChem, several laboratories
NTR1 agonist – NTR1-driven beta-arrestin-GFP spot formation – imaging, U2OS cells, high content, primary screen (AID 493036); agonist mode; activation, % at 20 µM; 330,000 compounds, 0.17% hits;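 active = activation at or above 40% of the spot to cytoplasm intensity ratio, with at least 20 cells analyzed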;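 note: 0% = DMSO without peptide and 100% = 100 nM NTR1 peptide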
Target sequence (P30989 whole entry, looked up): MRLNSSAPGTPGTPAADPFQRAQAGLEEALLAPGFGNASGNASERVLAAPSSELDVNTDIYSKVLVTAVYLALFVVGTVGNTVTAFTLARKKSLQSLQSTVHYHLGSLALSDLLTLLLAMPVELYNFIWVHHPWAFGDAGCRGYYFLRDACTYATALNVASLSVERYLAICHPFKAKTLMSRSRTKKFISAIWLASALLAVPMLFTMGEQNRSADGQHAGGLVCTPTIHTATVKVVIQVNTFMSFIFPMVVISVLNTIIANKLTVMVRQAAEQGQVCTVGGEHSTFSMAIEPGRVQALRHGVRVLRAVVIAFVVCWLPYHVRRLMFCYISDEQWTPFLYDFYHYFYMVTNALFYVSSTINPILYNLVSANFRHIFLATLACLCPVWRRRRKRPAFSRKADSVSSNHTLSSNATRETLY
K1F lysis inhibition – inhibition of K1F phage lysis, E. coli UTI89, bacterial capsule biogenesis inhibitors, alamar blue (AID 488966); inhibition, % at 100 µM; hits with a dose series show IC50 in µM; 340,000 compounds, 0.02% hits; E. coli UTI89 K1F phage lysis, alamar blue, 2 h; higher % means a stronger effect;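 active = phage lysis inhibition, versus mean bacterial control, above a set limit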;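 note: capsule biogenesis inhibitors block K1F phage lysis so surviving cells raise fluorescence; higher fluorescence means more inhibition of phage lysis; actives were called in the ten point dose series up to 300 µM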
MgcRacGAP inhibition – MgcRacGAP GTPase-activating activity inhibitors, confirmation, biochemical, ADP Hunter fluorescence; MgcRacGAP-stimulated Rac1 GTP hydrolysis, ADP Hunter fluorescence; higher % means a stronger effect; GST-tagged Rac1 F28L mutant substrate; one-dose inhibition, % at 30 µM; IC50 in µM for titrated hits; 340,000 compounds, 0.6% hits;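 active = first-screen hits whose inhibition reached a set limit at any dose in the follow-up dose series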;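 note: fluorescence reports GDP produced by GAP-driven GTP hydrolysis; strong numbers were not always called active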
NTR1 agonist cell count 20 µM – recorded beside NTR1 agonist, whose call it bears; cell count; measured here: cell count, cytotoxicity flag
Starred values were filed as active, the others as inactive; [ ] = another dose, or the depositor's remark. These rows are one share of the data; rates above refer to the full screens.

compound	NTR1 agonist	NTR1 agonist cell count 20 µM	K1F lysis inhibition	MgcRacGAP inhibition
CCCCOc1c(Cl)cc(C(=O)N2CCN(CC(=O)N3CCCC3)CC2)cc1OCC	0.0	51	-0.3%[50 µM]	-0.3%
COC(=O)[C@@H]1CCCN1C(=O)[C@@H](NC(=O)OC(C)(C)C)C(C)C	-0.3	55	2.4%	6.9%
Cn1c(N)c(C(=O)COC(=O)/C=C/c2cccc(F)c2)c(=O)n(C)c1=O	5.2	58	0.2%[50 µM]	3.5%
C[C@@H]1CN([C@@H](C)CO)C(=O)c2cccc(NC(=O)c3nc4ccccc4s3)c2O[C@@H]1CN(C)CC1CC1	1.1	61	-0.1%	4.2%
CCOC(=O)[C@@H]1[C@H]2COc3ccccc3[C@@H]2N2C(=O)N(c3ccc(F)cc3)C(=O)[C@]12C	-3.2	89	0.5%	8.3%
O=C(c1cc(Cl)nc2ccccc12)N1CCN(Cc2ccc3c(c2)OCO3)CC1	1.7	55	0.1%	5.6%
CCNc1ccc(Br)cc(C(=O)/C=C/c2ccccc2Cl)c1=O	5.8	91	-0.4%	25.9%
O=C(NCCS(=O)(=O)N1CCN(c2ccccc2)CC1)C1CCCC1	0.3	70	0.3%[50 µM]	-27.0%
C[C@]12C(=O)N(c3cccc(Cl)c3)C(=O)N1[C@@H]1c3ccccc3OC[C@@H]1[C@H]2c1ccccc1	0.4	56	-1.3%	6.9%
Cc1ccc(S(=O)(=O)N2CCN(C(=O)c3cc4c(s3)CCC(C)C4)CC2)cc1 (stereo not given)	6.2	59	1.2%[50 µM]	8.6%
O=C1NC[C@H](c2ccccc2)OC(=O)[C@H](Cc2ccc(F)cc2)C/C=C\C[C@H]1CC(=O)N(CCO)Cc1ccccc1	7.8	63	-1.6%	-5.3%
Cc1cccc(C(=O)NCC(=O)OCC(=O)c2ccc(C)s2)c1	2.1	52	-2.3%	-3.0%
O=C(COC(=O)c1cc(Br)ccc1O)Nc1cccnc1Cl	-1.3	53	1.1%[50 µM]	3.1%
Cc1ccn2c(=O)nc(SCC(=O)Nc3ccc4c(c3)OCCO4)nc2c1	-0.8	48	1.8%[50 µM]	4.3%
CCN(CC)CCNC(=O)c1ccc(NC(=O)C2CC(=O)N(CCc3ccc(OC)c(OC)c3)C2)cc1 (stereo not given)	-0.4	94	0.9%[50 µM]	1.7%
CC(OC(=O)c1cccc(-n2cnnn2)c1)C(=O)NCc1ccccc1 (stereo not given)	-1.3	53	0.6%[50 µM]	4.8%
COc1cc2oc(=O)cc(-c3ccc(-c4ccc(CO)cc4)cc3)c2c(OC)c1OC	3.8	51	0.3%	6.3%
O=C(N/N=C/c1ccoc1)c1cccc(OC(F)(F)C(F)F)c1	0.1	57	1.1%	8.4%
COc1ccc(CCNC(=O)COC(=O)Cc2cccc(F)c2)cc1	0.3	58	1.6%[50 µM]	7.2%
COc1ccc(S(=O)(=O)N(C)C)cc1NCC(=O)Nc1cccc2ccccc12	-1.0	52	1.8%[50 µM]	-1.0%
O=C(COC(=O)COc1ccc(Br)cc1)NCC1CCCO1 (stereo not given)	0.0	60	2.6%	-3.2%
CC1(C)CC[C@]2(C(=O)O)[C@H](O)C[C@]3(C)C(=CCC4[C@@]5(C)C[C@H](O)[C@H](O)[C@@](C)(CO)C5CC[C@]43C)[C@@H]2C1 (stereo not given in full)	-0.8	102	6.0%	0.8%
C=C1CCN([C@@H](Cc2ccccc2)C(=O)O)S(=O)(=O)c2ccccc21	1.2	92	1.7%	10.9%
O=C(NCCc1ccc(F)cc1)C(=O)NCC1CCCN1S(=O)(=O)c1cccs1 (stereo not given)	-1.0	58	-0.6%[50 µM]	-7.2%
CCOC(=O)c1cccc(NC(=O)c2ccc(F)cc2F)c1	3.0	86	1.0%	7.0%
O=C(Cn1cnc2c(NCc3ccccc3)ncnc21)N1CCN(c2ccccn2)CC1	3.5	64	0.4%	7.9%
Cc1ccc(NC(=O)CSCC(=O)N=c2sccn2C)cc1	0.5	48	1.0%[50 µM]	1.4%
CCN1C[C@@H]2[C@@H]3C(=O)N(Cc4ccccc4)C(=O)[C@@H]3[C@](C)(C(=O)OC)N2C1=NC	-0.1	53	0.2%	-3.8%
CC1(c2ccccc2)NC(=O)N(CC(=O)Nc2ccc(S(=O)(=O)Nc3ncccn3)cc2)C1=O (stereo not given)	0.9	58	0.8%[50 µM]	2.4%
Cc1ccccc1NC(=O)COC(=O)c1ccc(S(=O)(=O)N2CCCCCC2)cc1	-0.8	60	1.0%[50 µM]	1.6%
COc1ccc(CCNC(=O)COC(=O)c2ccc(S(=O)(=O)N3CCCC3)cc2)cc1OC	-0.7	63	-0.7%	6.3%
COc1ccccc1NS(=O)(=O)c1cccc(NC(=O)c2cncc(Br)c2)c1	11.4	58	-1.7%	-2.1%
Cc1c(C(=O)OCC(=O)NCc2ccco2)cccc1[N+](=O)[O-]	-1.3	67	0.1%[50 µM]	-1.5%
N#Cc1ccc(CN2CCN(c3ccc(S(=O)(=O)N4CCCC4)cn3)CC2)cc1	0.1	60	0.8%[50 µM]	3.5%
Cc1noc(C)c1NC(=O)N(C)C[C@@H]1Oc2ccc(NS(=O)(=O)c3c(C)noc3C)cc2C(=O)N([C@H](C)CO)C[C@H]1C	-1.6	48	-0.6%	3.8%
CCc1cccc(NC(=O)CN(C)C2=NS(=O)(=O)c3ccccc32)c1	-1.5	50	7.3%[50 µM]	8.0%
CCCN(CC(=O)Nc1ccccc1C)C(=O)c1ccc(NC2CC2)c([N+](=O)[O-])c1	-0.7	87	1.6%[50 µM]	7.5%
CCOC(=O)[C@H]1[C@H]2COc3ccc(C)cc3[C@@H]2N2C(=O)c3cc(OC)c(OC)cc3NC(=O)[C@@]12C	0.6	64	-1.0%	3.5%
CC(C)(C)OC(=O)N1CCC(CC2CC(c3ccccc3)=NO2)(C(=O)NCc2ccccc2)CC1 (stereo not given)	1.2	90	-5.0%	3.5%
C[C@]12c3[nH]c4ccc(Cl)cc4c3CCN1C(=O)[C@@H](CC(=O)NCC13CC4CC(CC(C4)C1)C3)C[C@@H]2C(=O)N1CCOCC1	8.8	81	0.6%	7.8%
CCCCN1C(=N)N([C@@H](CCC)CN2CCC[C@H]2CN2C(N)=NC[C@@H]2Cc2ccccc2)C[C@H]1[C@H](C)CC	0.3	53	4.0%	11.5%
O=C(CSc1nc(=O)n2ccccc2n1)Nc1ccc2c(c1)OCO2	1.9	62	1.6%[50 µM]	14.3%
CC(=O)N1CCN(C(=O)c2ccc(Cl)c(S(=O)(=O)N3CCCC3)c2)CC1	-1.0	68	-0.8%	2.0%
CC1CCCC(NC(=O)COC(=O)c2ccc3ncsc3c2)C1C (stereo not given)	1.9	55	0.6%[50 µM]	6.2%
N#Cc1cccc(NS(=O)(=O)c2ccccc2Cl)c1	1.4	51	-0.7%	-4.5%
CCN(CC(=O)Nc1ccc2c(c1)OCCO2)C(=O)C1CC(=O)N(c2ccc(OC)cc2OC)C1 (stereo not given)	1.3	46	1.0%[50 µM]	13.6%
O=C(c1ccccc1)c1c(-c2ccccc2)[nH]n(-c2ccccc2)c(=O)c1=O	-1.0	42	0.0%	0.9%
Cc1ccc(NC(=O)CN2C(=O)NC3(CCCCC3C)C2=O)cc1S(=O)(=O)N1CCCCC1 (stereo not given)	1.9	39	-1.3%	7.2%
CCN(C(=O)c1ccc(S(=O)(=O)N2CCOCC2)cc1)C1CCS(=O)(=O)C1 (stereo not given)	0.6	64	0.8%[50 µM]	2.7%
Cc1ccccc1CCNC(=O)c1cc(C2CC2)nc2c1cnn2C(C)C	2.4	67	0.0%[50 µM]	4.1%

The results go on:
compound	NTR1 agonist	NTR1 agonist cell count 20 µM	K1F lysis inhibition	MgcRacGAP inhibition
c1ccc(-c2nc3cccnc3nc2-c2ccccc2)cc1	-1.0	45	-0.4%	18.5%
CCCCCCn1c(CN2CCCCC2)nc2c1c(=O)n(C)c(=O)n2C	5.2	42	0.7%[50 µM]	-5.7%
Cc1ccccc1-c1cc(C(=O)NCc2cccs2)n(CC2CC(c3cccnc3)=NO2)n1 (stereo not given)	3.0	46	3.4%	-5.1%
O=S(=O)(c1ccccc1)c1cnc2ccccc2c1	-0.6	89	-3.5%	7.0%
O=C(Nc1ncn[nH]1)c1ccc(Cl)c(Cl)c1	-0.6	55	0.5%[50 µM]	11.0%
Cc1noc(C)c1NC(=O)N(C)C[C@H]1Oc2ccc(NC(=O)NC(C)C)cc2C(=O)N([C@H](C)CO)C[C@H]1C	-1.7	58	0.6%	-1.7%
CCOc1ccc(N2C(=O)c3ccccc3NC2(C)CC)cc1 (stereo not given)	3.3	65	0.2%[50 µM]	8.1%
CCN(CC(=O)Nc1ccccc1OC)C(=O)c1ccc(N(C)S(=O)(=O)c2ccc(C)cc2)cc1	0.3	81	-0.1%[50 µM]	3.3%
COc1ccc(C(CNC(=O)c2cccc(S(=O)(=O)Nc3ccc(F)cc3)c2)N(C)C)cc1 (stereo not given)	1.0	74	0.9%[50 µM]	-1.8%
CCOc1ccc(S(=O)(=O)Nc2cccc(C(=O)N3CCN(C(C)=O)CC3)c2)cc1	3.1	56	0.9%[50 µM]	7.2%
O=C(CSc1nc(=O)n2ccccc2n1)NCc1ccc2c(c1)OCO2	-1.8	31	1.7%[50 µM]	2.7%
O=C(CCC1CCCC1)N1CCN(S(=O)(=O)c2ccc(Br)cc2)CC1	7.2	49	0.3%[50 µM]	5.3%
Cc1ccc(S(=O)(=O)N2C/C=C\CN(S(=O)(=O)c3ccccc3Br)CC2)cc1	5.4	52	-0.1%	4.1%
COc1ccc(C(=O)OCC(=O)NC2CC2)cc1OC	6.0	56	0.8%[50 µM]	7.0%
CCc1ccc(-c2csc(NC(=O)C3=COCCO3)n2)cc1	8.0	86	0.0%[50 µM]	5.1%
Cc1ccc2c(c1)C(=O)N1[C@H]3c4cc(Cl)ccc4OC[C@@H]3[C@H](c3ccccc3)[C@]1(C)C(=O)N2	-1.5	57	0.7%	6.1%
COc1ccc(CCN2CC(C(=O)N(C)Cc3cccnc3)CC2=O)cc1OC (stereo not given)	-1.0	49	-0.1%[50 µM]	3.0%
CC1CCC2(CC1)NC(=O)N(CC(=O)Nc1ccc(F)cc1)C2=O (stereo not given)	1.8	48	1.1%	3.0%
O=C(Nc1cc([N+](=O)[O-])ccc1F)C1CCN(S(=O)(=O)c2cccs2)CC1	-2.4	62	-1.3%	-0.2%
CC(C)Cn1c(N)c(C(=O)COC(=O)C2CCCN2C(=O)c2cccs2)c(=O)n(C)c1=O (stereo not given)	-1.9	56	-0.9%	1.9%
Cc1ccc(NC(=O)CCc2nc3ccccc3c(=O)[nH]2)cc1S(=O)(=O)N1CCOCC1	-1.5	59	0.2%[50 µM]	-2.3%
COCCN(C(=O)COC(=O)c1cccnc1Cl)c1c(N)n(Cc2ccccc2)c(=O)[nH]c1=O	-1.2	46	1.7%[50 µM]	3.0%
Cc1ccc(SCC(=O)OCC(=O)NCCCc2ccccc2)cc1	1.5	63	0.1%[50 µM]	8.4%
CC(Sc1ccccc1)C(=O)N/N=C/c1ccccc1 (stereo not given)	0.8	50	-0.1%	-0.4%
Cc1ccnc2nc(C(=O)OCC(=O)N3CC(C)CC(C)C3)nn12 (stereo not given)	-0.2	56	1.4%[50 µM]	4.0%
Cc1ccccc1NC(=O)CC1C(=O)Nc2ccccc2N1CC(=O)N(C)C1CCS(=O)(=O)C1 (stereo not given)	0.7	62	0.3%[50 µM]	4.0%
O=C(NNC(=O)c1ccc2c(=O)n3c(nc2c1)CCC3)c1cccc(Cl)c1	1.4	41	1.8%[50 µM]	3.9%
COc1ccccc1CNC(=O)COC(=O)/C=C/c1ccc(OC(F)F)c(OC)c1	2.4	49	2.4%[50 µM]	10.4%
CC(CNC(=O)COC(=O)c1cccnc1Cl)c1ccccc1 (stereo not given)	-0.2	68	1.3%[50 µM]	3.9%
COc1ccccc1C(=O)Nc1ccc(S(=O)(=O)N(C)c2ccccc2)cc1	2.6	56	0.6%	11.6%
Cc1cccc(C)c1NC(=O)COC(=O)/C=C/c1ccc(S(=O)(=O)N2CCOCC2)cc1	-0.6	45	0.3%[50 µM]	3.0%

Whole records as entered above. Order of screens: NTR1 agonist, NTR1 agonist cell count 20 µM, K1F lysis inhibition, MgcRacGAP inhibition
Record of `CCN1C[C@@H]2[C@@H]3C(=O)N(Cc4ccccc4)C(=O)[C@@H]3[C@](C)(C(=O)OC)N2C1=NC` : -0.1, 53, 0.2%, -3.8%
Record of `COc1ccccc1CNC(=O)COC(=O)/C=C/c1ccc(OC(F)F)c(OC)c1` : 2.4, 49, 2.4%[50 µM], 10.4%

Some of the entries so far, with values under each structure.
Second line of a record – NTR1 agonist | NTR1 agonist cell count 20 µM | K1F lysis inhibition | MgcRacGAP inhibition
CC(CNC(=O)COC(=O)c1cccnc1Cl)c1ccccc1 (stereo not given)
→ -0.2 | 68 | 1.3%[50 µM] | 3.9%
Cc1cccc(C)c1NC(=O)COC(=O)/C=C/c1ccc(S(=O)(=O)N2CCOCC2)cc1
→ -0.6 | 45 | 0.3%[50 µM] | 3.0%
